NTR1 agonist: NTR1-driven beta-arrestin-GFP spot formation – imaging, U2OS cells, high content, primary screen (AID 493036). P30989. agonist mode. activation, % at 20 µM. hit rate 0.17% among 330,000;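 active means activation at or above 40% of the spot to cytoplasm intensity ratio, with at least 20 cells analyzed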;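 further: 0% = DMSO without peptide and 100% = 100 nM NTR1 peptide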
Target sequence (P30989 whole entry, looked up): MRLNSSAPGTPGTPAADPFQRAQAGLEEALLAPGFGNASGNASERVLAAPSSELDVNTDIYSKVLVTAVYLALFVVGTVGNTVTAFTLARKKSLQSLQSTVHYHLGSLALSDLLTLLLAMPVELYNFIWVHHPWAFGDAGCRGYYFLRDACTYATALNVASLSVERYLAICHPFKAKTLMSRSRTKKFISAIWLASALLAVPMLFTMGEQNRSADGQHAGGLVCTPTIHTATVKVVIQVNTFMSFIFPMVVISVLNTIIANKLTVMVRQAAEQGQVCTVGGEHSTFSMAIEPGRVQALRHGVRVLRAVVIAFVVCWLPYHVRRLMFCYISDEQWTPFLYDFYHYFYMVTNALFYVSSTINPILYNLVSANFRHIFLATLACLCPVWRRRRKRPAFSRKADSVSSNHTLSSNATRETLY
Hep lipid drop: modulators of hepatic lipid droplet formation | AML12 mouse hepatocytes, oleate lipid droplets, BODIPY imaging | hit rate 0.4% among 240,000 | inhibition, % at 6.5 µM;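 active means lipid droplet intensity inhibited by at least 50%, with more than 500 cells counted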
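Assay system: AML12 mouse liver cells | Compound dosing: One dose, 6.5 µM compound | Read-out basis: Droplet intensity reduction, % inhibition | Measured by: Fluorescence imaging, 20x objective, two fields per well | Schedule: Overnight treatment with compound plus oleate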
T cell HTS: modulates CD8 T cell binding to vesicles; 2C CD8+ T cell-vesicle binding, flow cytometry; stronger effect = lower value; calls only at 7 µM; hit rate 0.068% among 330,000;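 active means response, share of CD8 T cells binding vesicles, and their 90th percentile fluorescence all below set limits, cut at about 80% in these data, passing the limit was not always enough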
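incubation = binding step 1.5 h, 37 °C, antibody labelling 20 min, ice | test system = 2C mouse CD8+ T cells | read-out basis = percent CD8+ FL2 mean versus row control | controls = Peptide-free naked vesicles (low) and QL9 vesicles with 0.7% DMSO vehicle (high) | detection = flow cytometry of vesicle-bound cells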
GPR55 beta-arrestin: GPR55 agonists via beta-arrestin recruitment, primary screen, imaging, U2OS cells, beta-arrestin-GFP redistribution (AID 1961); U2OS GPR55 beta-arrestin-GFP redistribution imaging; higher % means a stronger effect; activation, % at 10 µM, or EC50 in µM where a hit was titrated; hit rate 0.048% among 290,000;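 active means activation above 40% with more than 50 cells counted in the well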;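 further: U2OS osteosarcoma cells stably expressing GPR55 and beta-arrestin-GFP; plate controls were DMSO negative control for no effect and LPI positive control for full effect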
Large T inhibition: SV40 large T antigen inhibitors, biochemical (AID 1903). SV40 large T antigen ATPase/helicase inhibition assay; higher % means a stronger effect. inhibition, % at 20 µM, or IC50 in µM where a hit was titrated. hit rate 0.39% among 310,000; in the data active means a potency from the dose series; further: strong numbers were not always called active
GPR55 LPI antagonism: GPR55 antagonists blocking LPI-driven arrestin recruitment, primary screen, imaging, U2OS, beta-arrestin-GFP, LPI agonist (AID 2013); U2OS GPR55 beta-arrestin-GFP translocation imaging, LPI antagonism; higher % means a stronger effect; inhibition, % at 10 µM; hits with a dose series show IC50 in µM; hit rate 0.13% among 290,000;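 active means spots per cell inhibited over 60%, with over 100 cells counted and total cytoplasm intensity under 500,000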;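 further: U2OS cells stably carrying GPR55 and arrestin-GFP stimulated by 5 µM LPI near EC80; imaged beta-arrestin-GFP aggregate spots per cell after agonist stimulation; plate controls were LPI-stimulated DMSO wells for no effect and DMSO wells without LPI for full effect; some results filed as inactive read as strong as hits; confirmed hits need IC50 under 10 µM and bright autofluorescent wells are also inconclusive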
Rac1 GTP hydrolysis: MgcRacGAP GTPase-activating activity inhibitors, confirmation, biochemical, ADP Hunter fluorescence | hit rate 0.6% among 340,000 | MgcRacGAP-stimulated Rac1 GTP hydrolysis, ADP Hunter fluorescence; higher % means a stronger effect; GST-tagged Rac1 F28L mutant substrate | AID 624330 | inhibition, % at 30 µM; hits with a dose series show IC50 in µM;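 active means first-screen hits whose inhibition reached a set limit at any dose in the follow-up dose series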;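 further: fluorescence reports GDP produced by GAP-driven GTP hydrolysis; strong numbers were not always called active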
GPR35 antagonists: inhibition of zaprinast-stimulated GPR35 beta-arrestin translocation – imaging, U2OS, beta-arrestin-GFP, zaprinast agonist, primary screen (AID 2058); U2OS GPR35 beta-arrestin-GFP translocation imaging, zaprinast antagonism; higher % means a stronger effect; inhibition, % at 10 µM, or IC50 in µM where a hit was titrated; hit rate 0.052% among 290,000;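 active means inhibition of at least 50% with at least 30 cells and total cytoplasm GFP at most 10,000,000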
LYP phosphatase: inhibitors of LYP phosphatase, biochemical, fluorescence intensity, uHTS (AID 1779). recombinant LYP phosphatase, fluorescence intensity; higher % means a stronger effect. hit rate 0.054% among 290,000. one-dose inhibition, % at 11.5 µM; IC50 in µM for titrated hits; in the data active means inhibition above about 50%;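 further: plate controls were vehicle with enzyme for no effect and no enzyme for full effect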
Hep lipid drop cells 6.5 µM: also measured in Hep lipid drop; calls as there; cell count; measured here: cell count, cytotoxicity flag;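 cells counted across two imaged fields per well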
T cell HTS vesicle-bound %: also measured in T cell HTS; calls as there; double positive events, %; measured here: CD8+ vesicle-bound cell fraction;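 binding gate set so that unloaded-vesicle control wells show 10% double positive cells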
NTR1 agonist cell count 20 µM: further read-out of NTR1 agonist, marked with its call; cell count; measured here: cell count, cytotoxicity flag
Starred values were filed as active, the others as inactive; i = inactive; · = no result given.

SMILES	NTR1 agonist	NTR1 agonist cell count 20 µM	Hep lipid drop	Hep lipid drop cells 6.5 µM	T cell HTS	T cell HTS vesicle-bound %	GPR55 beta-arrestin	Large T inhibition	GPR55 LPI antagonism	Rac1 GTP hydrolysis	GPR35 antagonists	LYP phosphatase
CCOc1ccc(S(=O)(=O)N2CCCCC2)cc1NC(=O)C1CCC1	-0.2	57	·	·	i	42	·	15%	·	2%	·	·
Cc1cc(O)c(C(C[N+](=O)[O-])c2ccc(Cl)cc2)c(=O)o1 (centres undefined)	-1.7	88	-12	726	i	59	0.0%	8%	-11%	-8%	0%	-4%
CCCN(CCC)CCCNC(=O)CCNS(=O)(=O)c1ccc(Br)cc1	0.0	73	-54	649	i	16	0.1%	6%	0%	3%	5%	-9%
c1ccc(-c2nn3c(Cn4nnc5ccccc54)nnc3s2)cc1	0.9	41	4	664	i	21	-0.1%	-4%	-13%	20%	9%	2%
O=c1c2ccccc2nnn1COc1ccc(F)cc1Cl	0.1	43	12	737	i	65	0.5%	17%	-6%	4%	6%	0%
CN1CCN(c2nc(-c3ccc(C(C)(C)C)cc3)nc3ccccc23)CC1	4.6	113	-7	836	i	62	0.0%	2%	1%	2%	-1%	-7%
COc1ccc(-c2noc(C(=O)NCc3ccc(F)cc3)n2)cc1OC	3.5	77	-26	619	i	54	-0.3%	-4%	15%	0%	-4%	-8%
COc1ccc(S(=O)(=O)Nc2ccc(NC(C)=O)cc2)cc1Cl	-0.9	31	-1	692	i	46	-0.1%	0%	11%	4%	12%	2%
Cc1c(C(C)C)c(=O)n(-c2ccc(S(=O)(=O)NC(C)C)cc2)n1C	0.8	44	-9	651	i	44	-0.1%	-4%	12%	5%	10%	-7%
O=C(O)C1=C[C@H](c2ccc(F)cc2)C[C@H](OCc2ccc(CO)cc2)O1	-2.5	53	-4	766	i	49	-0.1%	18%	-8%	8%	1%	-10%
CCOC(=O)N1CCN(C(=O)C2CCN(Cc3ccc(O)c(OCC)c3)CC2)CC1	0.0	44	10	677	i	44	-0.1%	16%	3%	23%	-4%	-10%
Cc1ccccc1CN(C)C(C)C(=O)NCc1ccccc1 (centres undefined)	·	·	·	·	i	42	0.0%	2%	4%	·	-20%	-7%
Cn1nnnc1SCC(=O)Nc1cc(C(C)(C)C)nn1-c1ccccc1	0.6	64	1	807	i	52	0.0%	-6%	11%	0%	-3%	-7%
Cc1cc(OC(=O)c2ccc(S(=O)(=O)N(C)C)cc2)cc(=O)o1	-0.3	51	5	783	i	35	0.0%	1%	-2%	6%	2%	-3%
N#Cc1c(NC(=O)CSc2ncnc3c2cnn3-c2ccccc2Cl)sc2c1CCCC2	4.0	27	·	·	i	33	·	6%	·	5%	·	·
O=C1c2ccccc2C(=O)N1CC1c2ccccc2CCN1C(=O)C1CCCCC1 (centres undefined)	1.7	39	-36	721	i	21	-0.1%	2%	8%	9%	25%	0%
O=S(=O)(C=C(c1ccccc1)c1ccccc1)c1ccccc1	0.8	62	·	·	i	25	-0.1%	0%	26%	5%	4%	-6%
COc1ccccc1N(CC(=O)NC1CCCCC1)C(=O)CCC(=O)Nc1nccs1	0.1	60	·	·	i	24	·	9%	-3%	7%	11%	-2%
CCOC(=O)C(C)Sc1cc(CS(=O)(=O)c2ccccc2)nc(-c2ccccc2)n1 (centres undefined)	-3.5	104	·	·	i	26	0.0%	6%	2%	0%	-1%	5%
Cc1ccc(C2=Nc3ccccc3N=C(c3ccc([N+](=O)[O-])cc3)C2)c(O)c1	0.6	42	-13	509	i	6	-0.3%	-3%	2%	5%	-8%	4%
Cc1c(C(=O)N2CCCC2)sc(NC(=O)c2ccco2)c1C#N	-0.3	46	1	781	i	42	-0.4%	-84%	-3%	8%	-10%	-1%
Cc1ccc(CC(CC(=O)Nc2cccc(C(F)(F)F)c2)C(=O)O)cc1 (centres undefined)	-0.1	76	0	728	i	22	0.3%	8%	0%	-9%	8%	-2%
C=CCNC(=O)NC(=O)COC(=O)c1cccnc1SC	-0.2	39	4	675	i	55	-0.1%	16%	0%	-7%	-16%	-11%
O=C(COC(=O)c1ccccc1Cl)NC(=O)NCc1ccccc1	0.4	62	-45	687	i	48	0.0%	4%	7%	11%	12%	-6%
O=C(O)c1ccc2cccc(Cl)c2c1O	0.2	46	-4	767	i	61	0.6%	9%	9%	8%	12%	1%
CCN(CC)C(=O)Oc1ccc(Cl)c2ccccc12	-0.3	43	·	·	i	40	-0.2%	-5%	28%	4%	4%	-2%
Cc1cc(NC(=O)NC(C)(C(F)(F)F)C(F)(F)F)no1	-0.5	50	-14	802	i	56	0.3%	7%	10%	11%	-9%	-2%
N#CCCN(C(=O)COC(=O)c1cccc(S(=O)(=O)Nc2ccc([N+](=O)[O-])cc2)c1)c1ccccc1	1.4	57	31	714	i	43	0.1%	4%	11%	3%	-7%	7%
CC(C)c1ccc(OCC(=O)NC2=NCCS2)cc1	-1.4	55	31	756	i	35	-0.3%	19%	-1%	9%	2%	-9%
COC(=O)c1csc2c(C(F)(F)F)cc(N3CCN(C(=O)Nc4ccccc4)CC3)nc12	3.9	68	2	740	i	33	0.2%	10%	2%	-10%	1%	-7%
O=S(=O)(c1ccc(Br)cc1)c1nc(-c2ccccc2)oc1NCc1cccnc1	2.3	30	17	872	i	57	0.0%	9%	12%	7%	31%	0%
O=C(NCC1CCCO1)NC1(C(F)(F)F)Oc2ccccc2O1 (centres undefined)	0.4	77	·	·	i	14	-0.1%	7%	13%	6%	-2%	0%
COC(=O)C1(O)CC(CC(C)C)=NN1C(=O)c1ccccc1 (centres undefined)	-0.1	41	-1	678	i	21	0.1%	6%	4%	13%	-3%	-10%
CSc1ccc(CN(C)C(=O)c2cc(Cl)c3c(c2)OCCO3)cc1	0.0	51	-9	788	i	44	0.9%	7%	-6%	2%	1%	-1%
CCN1C(=O)N(C)[C@@H](c2ccccc2)C(C(C)=O)=C1C	-0.9	75	·	·	i	30	·	-3%	·	0%	·	·
COc1ccccc1CNS(=O)(=O)c1ccc2c(c1)CC(C)N2C(=O)C1CCC1 (centres undefined)	1.8	45	64*	760*	i	55	-0.3%	8%	-10%	10%	15%	-4%
Cc1ccc(CNC(=O)CN2CCCC(C)C2)cc1 (centres undefined)	1.6	69	-8	836	i	49	0.0%	4%	20%	0%	8%	-8%
CCC(NC(=O)NNC(N)=S)(C(F)(F)F)C(F)(F)F	-1.0	38	-27	736	i	58	0.3%	24%	-4%	1%	16%	-7%
O=C(Nc1ccccc1)c1[nH]ncc1[N+](=O)[O-]	-0.9	76	9	792	i	27	-0.1%	-2%	-2%	5%	-4%	-7%
COc1ccccc1CNC(=O)COC(=O)c1c(C)nn(-c2ccccc2)c1Cl	3.2	54	15	824	i	60	-0.1%	50%	-13%	7%	-8%	-5%

One compound at a time, as listed above:
`O=C(O)c1ccc2cccc(Cl)c2c1O` is listed as NTR1 agonist: 0.2; NTR1 agonist cell count 20 µM: 46; Hep lipid drop: -4; Hep lipid drop cells 6.5 µM: 767; T cell HTS: i; T cell HTS vesicle-bound %: 61; GPR55 beta-arrestin: 0.6%; Large T inhibition: 9%; GPR55 LPI antagonism: 9%; Rac1 GTP hydrolysis: 8%; GPR35 antagonists: 12%; LYP phosphatase: 1%
`O=C(Nc1ccccc1)c1[nH]ncc1[N+](=O)[O-]` is listed as NTR1 agonist: -0.9; NTR1 agonist cell count 20 µM: 76; Hep lipid drop: 9; Hep lipid drop cells 6.5 µM: 792; T cell HTS: i; T cell HTS vesicle-bound %: 27; GPR55 beta-arrestin: -0.1%; Large T inhibition: -2%; GPR55 LPI antagonism: -2%; Rac1 GTP hydrolysis: 5%; GPR35 antagonists: -4%; LYP phosphatase: -7%

(listing goes on)
SMILES	NTR1 agonist	NTR1 agonist cell count 20 µM	Hep lipid drop	Hep lipid drop cells 6.5 µM	T cell HTS	T cell HTS vesicle-bound %	GPR55 beta-arrestin	Large T inhibition	GPR55 LPI antagonism	Rac1 GTP hydrolysis	GPR35 antagonists	LYP phosphatase
O=C(COC(=O)c1cc(Br)ccc1Cl)NC(=O)NCc1ccccc1	0.0	106	-14	539	i	58	-0.2%	9%	-9%	11%	8%	-2%
O=C(c1ncn[nH]1)N1CCN(c2nc(-c3ccccc3)cs2)CC1	-0.3	54	·	·	i	21	-0.3%	11%	1%	11%	21%	4%
COc1ccc(Cn2c(=O)oc3ccccc32)cc1F	0.1	97	2	793	i	30	0.0%	9%	10%	·	2%	-3%
COc1ccc(C(=O)N/N=C/C(Br)=C/c2ccccc2)cc1	3.1	76	-3	672	i	70	0.3%	11%	-19%	15%	33%	8%
CCSc1ccccc1C(=O)Nc1cc(C)on1	-0.5	61	-1	714	i	23	0.5%	0%	0%	1%	-5%	-2%
O=C(c1ccc(F)cc1)C1CCN(C(=O)N2CCOCC2)CC1	0.2	50	·	·	i	46	0.2%	8%	-5%	7%	-1%	-10%
CCn1nc(C(=O)OCC(=O)NC(C)C)c2ccccc2c1=O	-1.0	30	-6	685	i	41	-0.3%	-11%	12%	2%	-9%	-1%
COC(=O)c1ccc2c(=O)[nH]c(COC(=O)c3cccc(S(=O)(=O)N4CCOCC4)c3)nc2c1	0.1	62	·	·	i	30	·	14%	·	9%	·	·
COc1ccc(-c2ccc(SCC(=O)NCc3ccco3)nn2)cc1	0.6	83	·	·	i	50	0.0%	11%	-4%	2%	-2%	-8%
O=C(COc1ccc(Cl)cc1)NCCCNC(=O)c1ccccn1	1.7	46	-3	849	i	24	0.0%	-3%	-6%	6%	-9%	-8%
O=C(CC12CC3CC(CC(C3)C1)C2)NCO	-0.5	70	·	·	i	33	-0.2%	3%	-5%	4%	34%	-7%
COC(=O)c1ccccc1S(=O)(=O)N(CCCO)Cc1cc2c(C)ccc(C)c2[nH]c1=O	1.9	83	0	619	i	33	-0.1%	3%	1%	-1%	-14%	-4%
Cc1cc(N=Nc2ccc3ccccc3c2)ccc1O	6.6	66	25	811	i	48	0.4%	7%	-2%	13%	7%	-8%
CC1(C(=O)O)Cc2ccccc2C(=O)O1 (centres undefined)	0.4	50	14	801	i	50	-0.2%	-2%	20%	5%	15%	-5%
CCOC(=O)c1cc2c(nc1C)-c1cc(Cl)cc(Cl)c1OC2O (centres undefined)	-1.1	68	0	691	i	54	0.2%	12%	-9%	4%	19%	-1%
NC(=O)c1cc([N+](=O)[O-])ccc1NCCc1ccccc1	1.4	54	10	901	i	47	0.3%	11%	13%	12%	-2%	-5%

Assay outcomes (PubChem)

An unsorted share of the library (roughly 1.8% active in at least one column).
